Ba/F3 V617F tox: loss of viability in JAK2V617F-driven Ba/F3 cells. Ba/F3 EpoR-JAK2V617F viability, ATP luminescence. inhibition, % at 5.6 µM. 220,000 compounds, 1.1% hits;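 active means inhibition above the campaign mean plus 3 SD over all tested compounds, cut at about 24% in these data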;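 further: cytokine-independent growth of Ba/F3 cells driven by EpoR plus mutant JAK2; 0% = DMSO-treated cells and 100% = JAK inhibitor I control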
p47phox inh: p47phox (human) inhibition | 220,000 compounds, 0.53% hits | p47phox/p22phox peptide binding, fluorescence polarization, 2 h | AID 1274 | inhibition, % at 24.7 µM | P14598;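 active means inhibition above about 30%, limit read from the data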;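 further: 0% = p47phox with labelled peptide and 100% = labelled peptide alone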
p97 ATPase inh: inhibitors of human p97 ATPase. recombinant p97 ATPase, Kinase-Glo ATP luminescence, 3 h. inhibition, % at 8 µM. 220,000 compounds, 0.42% hits; in the data active means inhibition above about 15%;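 further: 0% = DMSO vehicle and 100% = wells lacking enzyme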
PPC-1+TRAIL kill: PPC-1 cancer cell killing with TRAIL present. 220,000 compounds, 0.41% hits. PPC-1 cells + TRAIL, ATPLite viability luminescence. cell killing (% activity), % at 4 µM. AID 1443;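 active means cell killing above 50% in the first pass at 4 µM, then a duplicate retest at 5 µM averaging 50% or more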;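 further: plate controls were cells with TRAIL plus DMSO for no effect and medium-only wells lacking cells for full effect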
RBBP9 inh: blocks human serine hydrolase RBBP9; recombinant RBBP9, FP-Rh probe fluorescence polarization; O75884; AID 1515; inhibition, % at 7.94 µM; 220,000 compounds, 0.2% hits;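 active means inhibition above the campaign mean of all tested compounds plus 3 SD, cut at about 14% in these data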;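 further: plate controls were DMSO wells with RBBP9 for no effect and wells lacking RBBP9 protein for full effect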
Target sequence (O75884 whole entry, looked up): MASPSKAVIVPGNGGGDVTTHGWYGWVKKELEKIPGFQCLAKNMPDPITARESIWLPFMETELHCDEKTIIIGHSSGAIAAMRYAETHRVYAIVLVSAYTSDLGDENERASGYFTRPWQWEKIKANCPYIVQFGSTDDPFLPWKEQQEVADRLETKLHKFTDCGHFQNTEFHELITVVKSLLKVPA
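Test system – recombinant human RBBP9 · Input – RBBP9 2.5 µM in dispensing solution, pre-mixing · Medium – Tris buffer pH 8.0, NaCl, Pluronic · Schedule – preincubation 30 min plus labeling 45 min at 25 °C · Measured by – fluorescence polarization · Measure – % inhibition · Controls – DMSO and no-protein wells · Replicates – one well per compound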
BaF3 tox: counter-screen for JAK2V617F inhibitors: parental Ba/F3 viability inhibitors; CellTiter-Glo ATP luminescence; inhibition, % at 5.6 µM; 220,000 compounds, 1.1% hits;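 active means inhibition above a per-campaign cutoff, the mean inhibition of all tested compounds plus 3 SD, cut at about 27% in these data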;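 further: 0% = DMSO wells and 100% = JAK Inhibitor I control wells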
EP2 antag: inhibitors of human EP2 prostaglandin E2 receptor; P43116; C6 glioma cells expressing human EP2, cAMP TR-FRET; cells stimulated with saturating PGE2; inhibition, % at 25 µM; 260,000 compounds, 0.52% hits;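 active means percent inhibition above 40 after rounding to a whole number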;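 further: rat C6 glioma host cells with rolipram phosphodiesterase inhibitor present; the protocol text gives 20 µM as final concentration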
Furin inhibitor: blocks human furin protease activity | P09958 | purified furin, fluorogenic substrate cleavage | inhibition, % at 30 µM | 220,000 compounds, 0.061% hits; in the data active means inhibition above about 25%; further: inactives centre near -15
Target sequence (P09958 108-714 limits assumed): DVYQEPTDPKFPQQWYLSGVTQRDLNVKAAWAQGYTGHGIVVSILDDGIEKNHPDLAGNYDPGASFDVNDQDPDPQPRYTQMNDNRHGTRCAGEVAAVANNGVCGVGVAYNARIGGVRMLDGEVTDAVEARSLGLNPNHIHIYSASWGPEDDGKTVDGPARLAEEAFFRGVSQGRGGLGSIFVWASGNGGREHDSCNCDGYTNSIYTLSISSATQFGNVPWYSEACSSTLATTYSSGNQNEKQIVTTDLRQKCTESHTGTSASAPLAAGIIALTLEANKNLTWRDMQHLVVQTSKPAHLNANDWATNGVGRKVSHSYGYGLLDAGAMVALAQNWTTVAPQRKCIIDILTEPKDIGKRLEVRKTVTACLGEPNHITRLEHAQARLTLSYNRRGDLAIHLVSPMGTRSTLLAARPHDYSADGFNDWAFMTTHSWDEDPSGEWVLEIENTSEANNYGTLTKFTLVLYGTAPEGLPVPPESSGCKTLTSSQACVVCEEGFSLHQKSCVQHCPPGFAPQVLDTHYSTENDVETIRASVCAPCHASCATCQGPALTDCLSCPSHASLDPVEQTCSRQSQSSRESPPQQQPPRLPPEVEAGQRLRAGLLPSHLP
Tb hexokinase: blocks Trypanosoma brucei hexokinase 1 activity; recombinant TbHK1, G6PDH-coupled NADH A340; inhibition, % at 10 µM; 220,000 compounds, 0.11% hits; AID 1430;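 active means inhibition of 50% or more in the single-dose primary screen; inactive means inhibition below 50%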
* hit, by the source's call; / = not tested or not shown; & = joins results of further samples; [ ] = another dose, or the depositor's remark.

item	canonical_smiles	Ba/F3 V617F tox	p47phox inh	p97 ATPase inh	PPC-1+TRAIL kill	RBBP9 inh	BaF3 tox	EP2 antag	Furin inhibitor	Tb hexokinase
1	S=C(NCc1ccccc1)N1CCN(c2cccc(Cl)c2)CC1	5	-14	2	2	2	4	10	-21	2
2	Cc1ccnc(NC(=O)CC(c2ccccc2)c2ccccc2)n1	-1	-13	0	7	-7	6	6	-11	-3
3	CCOC(=O)C(C)(C)N(Cc1ccc(C)cc1)S(=O)(=O)c1ccc(Cl)c([N+](=O)[O-])c1	-8	3	-2	42	0	-1	6	-12	0
4	C=CCn1c(=O)c2c3c(sc2n2c(Nc4ccc(C(=O)OCC)cc4)nnc12)CCCC3	-3	-6	12	18	-5	1	5	-17[20 µM]	-16
5	CCOC(=O)C1CCN(CCC(=O)Nc2ccccc2Cl)CC1	-2	-8	-8	24	-7	-1	7	-14[20 µM]	0
6	NS(=O)(=O)c1ccc(CCNC(=O)NC2CCCCC2)cc1	-1	-13	-5	18	-11	0	9	-4	-13
7	COc1ccc2c(c1)sc(N)[n+]2Cc1cc(C)cc2cccnc12	82*	14	-5	20	-8	79*	5	-13	12
8	O=C(NCc1ccc(/C=c2\sc3n(c2=O)CCN=3)o1)C(=O)Nc1ccccc1	-2	-28	7	26	-8	-2	7	-16	-5
9	CN(NS(C)(=O)=O)c1c(C#N)c(C(F)(F)F)nn1C	1	-6	2	1	-6	7	5	-22	5
10	CC(=O)C1=C(O)C(=O)N(Cc2ccccc2)C1c1ccccc1F (stereo unspecified)	1	-3	0	4	-11	37*	21	-13[20 µM]	-20
11	COc1ccc(C(=O)C2CCCCC2=O)cc1 (stereo unspecified)	-2	-7	4	0	2	2	10	-16[20 µM]	-2
12	Cc1ccc(-c2noc(CSc3nnc(CCc4ccccc4)n3-c3ccccc3)n2)cc1	1	-2	-6	6	-5	7	5	-4[20 µM]	16
13	CC1(C)NC(=O)N(CCCCOc2ccccc2[N+](=O)[O-])C1=O	2	-17	0	22	-1	7	9	-30	-4
14	CCOC(=O)c1oc2cccc(OCC(O)CNC(C)C)c2c1C (stereo unspecified)	-1	/	2	10	-8	4	/	-23	0
15	O=C(CCc1ccccc1)N/N=C/c1cccc([N+](=O)[O-])c1	1	-6	1	12	3	6	3	0	2
16	COCCCNc1oc(-c2cccs2)nc1S(=O)(=O)c1ccc(C)cc1	-2	-18	0	-24	1	4	13	-22	-10
17	CN(C)S(=O)(=O)Oc1cccc(C(=O)Nc2ccccc2Cl)c1	-4	5	0	24	-2	1	10	-11	2
18	NC(=S)N/N=C/c1coc2ccc(O)cc2c1=O	-4	-6	15*	16	-8	0	8	-13	-25
19	C/C(CC(=O)Nc1ccc(Br)cc1)=N\NC(=O)Cc1csc(N)n1	3	-7	6	2	3	-6	3	-4	-5
20	COC(c1ccccc1)c1nnc(CCC(=O)N2CCCCCCC2)o1 (stereo unspecified)	-2	-10	4	-15	-14	4	7	-13	-2

Looked up above.
In Furin inhibitor, compound 14 has -23
In Tb hexokinase, compound 13 has -4

The list continues:
item	canonical_smiles	Ba/F3 V617F tox	p47phox inh	p97 ATPase inh	PPC-1+TRAIL kill	RBBP9 inh	BaF3 tox	EP2 antag	Furin inhibitor	Tb hexokinase
21	Cc1cc(N(C)C)ccc1[N+](=O)[O-]	0	0	-4	6	-4	1	8	-9	1
22	Cc1ccsc1C(=O)Nc1n[nH]c(C(F)(F)F)n1	-1	-1	5	-15	-2	-7	4	-7	-7
23	NS(=O)(=O)c1cnccc1Nc1ccc(Cl)cc1	0	-4	2	16	-7	7	15	-24	-5
24	Cc1cccc(NC(=S)NCC(c2cccnc2)N2CCOCC2)c1 (stereo unspecified)	-3	-7	6	12	-6	1	5	-15	-1
25	O=C1NCCNC1(c1c[nH]c2ccccc12)C(F)(F)F (stereo unspecified)	-1	-3	3	-22	4	2	9	-33	1
26	CSc1ccccc1NC(=O)CN(C)CC(=O)Nc1ccc(Cl)cc1F	6	-10	-6	4	-4	9	1	-22	-1
27	COc1ccc(NC(=O)N2CCn3c2nc2ccccc23)cc1	-2	-5	3	28	4	0	4	-24[20 µM]	4
28	Cc1cccc(C)c1NS(=O)(=O)c1ccc(NC(=O)c2ccc(Cl)c([N+](=O)[O-])c2)cc1	-6	-16	2	48	-17	1	5	-18	0
29	CC(C)Cc1nc(S(=O)(=O)c2ccc(Cl)cc2)c(N2CCOCC2)o1	-2	-10	4	-4	-2	1	3	-1[20 µM]	0
30	Cc1ccc2c(c1)cc(C)c1nnc(SCC(=O)NCc3ccco3)n12	-2	1	0	-11	-7	6	6	-16	18

Structures listed above printed as active in p97 ATPase inh:
| entry | canonical_smiles | p47phox inh | p97 ATPase inh | RBBP9 inh | Furin inhibitor | Tb hexokinase |
| --- | --- | --- | --- | --- | --- | --- |
| 18 | NC(=S)N/N=C/c1coc2ccc(O)cc2c1=O | -6 | 15* | -8 | -13 | -25 |

Complete entries from above. Screens in order: Ba/F3 V617F tox, p47phox inh, p97 ATPase inh, PPC-1+TRAIL kill, RBBP9 inh, BaF3 tox, EP2 antag, Furin inhibitor, Tb hexokinase
COc1ccc(NC(=O)N2CCn3c2nc2ccccc23)cc1 is entered as -2, -5, 3, 28, 4, 0, 4, -24[20 µM], 4
Cc1ccc2c(c1)cc(C)c1nnc(SCC(=O)NCc3ccco3)n12 is entered as -2, 1, 0, -11, -7, 6, 6, -16, 18

Additional entries.
item	canonical_smiles	Ba/F3 V617F tox	p47phox inh	p97 ATPase inh	PPC-1+TRAIL kill	RBBP9 inh	BaF3 tox	EP2 antag	Furin inhibitor	Tb hexokinase
31	COc1cccc(C(=O)NC2CCN(CC(=O)Nc3c(C)cc(C)cc3C)CC2)c1	0	-16	0	-1	-8	6	6	-18	5
32	Cc1ccc(Nc2nc(N)nc(CN3CCN(C(=O)c4ccco4)CC3)n2)cc1Cl	2	-29	0	22	0	4	25	-1	2
33	O=C(Nc1ccc([N+](=O)[O-])cn1)c1ccc(Br)o1	4	-17	-9	17	-4	8	7	6	4
34	Cn1nc(C(F)(F)F)c2cc(C(=O)Nc3ccc(F)cc3F)sc21	0	-4	5	10	-6	4	17	2[20 µM]	-1
35	COc1ccc2[nH]c(=O)c(CN(Cc3ccco3)C(=O)c3ccccc3)cc2c1	2	-7	-1	-1	-11	2	7	-32	-8
36	CCn1c(-c2ccc3ncccc3c2)n[nH]c1=S	-3	0	-2	16	-9	5	2	-30[20 µM]	-11
37	COCCn1c(-c2ccccc2)nc2oc3cc(OC)ccc3c(=O)c2c1=O	1	-9	2	20	-12	7	1	-8[20 µM]	-20
38	COc1cccc(CNC(=O)CCC2CCCN(C(=O)c3ccc(OC)c(F)c3)C2)c1 (stereo unspecified)	-5	-1	2	16	2	0	3	-32	-1
39	Oc1c(N=NC(=S)Nc2ccccc2F)c2ccccc2n1Cc1ccccc1	-1	-8	3	25	-8	2	5	-8	5
40	O=[n+]1c2c(n([O-])c3c1CCCC3)CCCCC2	-1	-4	3	1	-9	-1	16	-21	-5
41	CC(C)/C=C1\CCc2c([nH]c3ccccc23)C1=O	2	-4	-1	23	0	5	7	-19	-2
42	Cc1ccc(C(=O)NN2C(=O)C3C(C2=O)C2C=CC3C23CC3)cc1 (stereo unspecified)	2	-1	2	-9	1	8	4	-20	3
43	Cc1[nH]n(-c2ccccc2)c(=O)c1C=Nc1ccc(S(=O)(=O)NC(N)=O)cc1	0	3	-4	19	-8	3	6	-6	-31
44	CCCNc1nc2c(c(=O)[nH]c(=O)n2C)n1CCCc1ccccc1	1	-18	6	18	-2	7	18&11	-12	4
45	Cc1ccc(NC2=NC3(CCCCC3)N=C(N)N2)c(C)c1	0	-16	0	-1	3	7	10	-11[20 µM]	-1
46	CCOC(=O)C(CCCCCOc1ccccc1[N+](=O)[O-])C(=O)OCC	1	-3	-6	8	1	1	5	4	22
47	Cn1ncc2c1ncn1nc(COc3ccc4ccccc4c3)nc21	-3	0	3	11	-4	1	17	-15	-19
48	CC(=O)N1CCN(Cc2nc3cc(NS(C)(=O)=O)ccc3n2C)CC1	1	-13	2	42	-2	3	4	-17[20 µM]	0
49	CC(SCc1ccccc1)C(=O)NN=C1CCN(C)CC1 (stereo unspecified)	4	-8	-5	-3	-9	3	0	-11[20 µM]	9
50	CC(=O)Nc1cc(C(=O)O)ccc1S(=O)(=O)c1ccc(Cl)cc1	-6	-3	6	/	2	-3	5	-23	-4

3 of the entries above in order of their number in p47phox inh, largest number first:
no. | structure | p47phox inh | p97 ATPase inh | RBBP9 inh | Furin inhibitor | Tb hexokinase
43 | Cc1[nH]n(-c2ccccc2)c(=O)c1C=Nc1ccc(S(=O)(=O)NC(N)=O)cc1 | 3 | -4 | -8 | -6 | -31
47 | Cn1ncc2c1ncn1nc(COc3ccc4ccccc4c3)nc21 | 0 | 3 | -4 | -15 | -19
48 | CC(=O)N1CCN(Cc2nc3cc(NS(C)(=O)=O)ccc3n2C)CC1 | -13 | 2 | -2 | -17[20 µM] | 0

Next part.
item	canonical_smiles	Ba/F3 V617F tox	p47phox inh	p97 ATPase inh	PPC-1+TRAIL kill	RBBP9 inh	BaF3 tox	EP2 antag	Furin inhibitor	Tb hexokinase
51	COc1ccc(NC(=O)CN(c2cc(C)cc(C)c2)S(=O)(=O)c2c(C)noc2C)cc1OC	-1	9	4	17	-8	3	15	-27	-1
52	OC(c1ccccn1)C1CCN(Cc2nc(C(c3ccccc3)c3ccccc3)no2)CC1 (stereo unspecified)	0	-15	-2	2	-9	5	7	-33	-7
53	CC(C)(NO)/C(=N\O)c1ccccc1	0	4	1	24	1	3	1	-25[20 µM]	3
54	CSc1ccc(/C=N/n2nnnc2N)cc1	0	/	3	7	-2	5	7	-13	-43
55	O=C(O)C1CC=CCC1C(=O)Nc1cccnc1 (stereo unspecified)	1	0	5	/	-9	4	3	8	0
56	O=C(Nc1ccc2nccnc2c1)c1cnccn1	4	-7	-7	-9	-4	11	16	-6[20 µM]	-33
57	CCOC(=O)CCCNC(=O)c1cncc(O)c1	-2	-9	-3	44	-4	1	/	-17[20 µM]	-14
58	CC1CCCCN1C(=S)NCc1ccccc1 (stereo unspecified)	8	-4	-4	-3	-8	10	6	-8	6
59	Cc1c(C(=O)COC(C)(C)C)[nH]c2ccccc12	1	0	1	-2	-7	1	8	-1	-13
60	O=C(CCc1nnc(Cc2cccc(C(F)(F)F)c2)o1)NCC(F)(F)F	-3	-3	2	/	-8	-1	8	-31	-2
61	CCc1nccn1S(=O)(=O)c1ccc(OC)c(C)c1C	1	-7	2	9	-5	2	18&20	-14[20 µM]	-12
62	CCOc1ccc(NC(=O)CC2C(=O)N(c3ccc(OC)cc3)C(=S)N2Cc2ccccn2)cc1 (stereo unspecified)	-2	-5	4	3	-4	-6	15	-14	-7
63	O=C(Nc1ccc2c(c1)OCO2)c1ccc(=O)[nH]n1	2	1	0	7	3	-1	7	-18	0

Only part of the results is shown; rates above refer to the full screens.
